Source: PubChem BioAssay (several laboratories)
GSK3B inh: blocks human GSK3beta kinase activity; P49841; GST-GSK3beta kinase, ADP-Glo luminescence, 60 min; active compounds read low; activity score (negative = inhibition), % at 10 µM; actives 0.038% (n = 300,000); AID 2097;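 active = more than half of replicate wells score below -50%, meaning over 50% inhibition versus plate controls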;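 note: 0% = median DMSO wells and -100% = median GW8510 positive control wells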
Target sequence (P49841 whole entry, looked up): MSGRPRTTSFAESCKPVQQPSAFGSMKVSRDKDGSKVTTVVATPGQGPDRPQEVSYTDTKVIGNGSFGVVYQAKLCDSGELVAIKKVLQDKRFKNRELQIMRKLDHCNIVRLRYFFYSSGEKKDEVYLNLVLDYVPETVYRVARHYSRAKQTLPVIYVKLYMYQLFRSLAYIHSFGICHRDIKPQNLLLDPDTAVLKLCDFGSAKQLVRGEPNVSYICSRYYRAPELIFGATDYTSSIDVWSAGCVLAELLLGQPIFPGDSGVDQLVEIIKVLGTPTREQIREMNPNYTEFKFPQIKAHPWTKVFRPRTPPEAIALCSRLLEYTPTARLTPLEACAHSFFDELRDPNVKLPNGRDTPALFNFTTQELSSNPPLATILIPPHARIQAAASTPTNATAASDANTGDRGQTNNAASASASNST
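Test system: GST-fused GSK3beta enzyme, cell-free | Quantity: 1.6 ng GST-GSK3beta enzyme per well | Reagent: 25 µM ATP with peptide substrate | Schedule: 60 min enzyme reaction, room temperature | Signal: Luminescent ADP-Glo measurement of ADP formed | Read-out basis: Score relative to plate controls | Control set: DMSO and 20 µM GW8510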
IEC-6 cytotox: IEC-6 cytotoxicity, counter-screen for KLF5 inhibitors; luminescence viability; inhibition, % at 5 µM; actives 0.78% (n = 290,000); in the data active = inhibition above about 22%;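 note: 0% = plate median of test compound wells and 100% = cytotoxic reference compound wells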
HSF1 inhib: HSF1 inhibition; NIH3T3-HGL HSE-luciferase, MG132-induced, luminescence 8 h; active compounds read low; activity change, negative = inhibition, % at 7.5 µM (by protocol); actives 0.77% (n = 300,000);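 active = more than half of replicate wells show activity change below -50%, luminescence cut by over half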;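 note: luciferase reports HSF-1 transcriptional activity via heat shock element; 0% = median of DMSO wells and -100% = zero luminescence signal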
GSK3A inh: human GSK-3 alpha kinase inhibition | P49840 | ADP-Glo luminescence, 60 min | inhibition, % at 10 µM | actives 0.1% (n = 320,000);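 in the data active = inhibition above about 50%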;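 note: GST-tagged GSK-3 alpha with peptide substrate and 25 µM ATP; 0% = DMSO neutral wells and 100% = GW8510 positive control wells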
Target sequence (P49840 whole entry, looked up): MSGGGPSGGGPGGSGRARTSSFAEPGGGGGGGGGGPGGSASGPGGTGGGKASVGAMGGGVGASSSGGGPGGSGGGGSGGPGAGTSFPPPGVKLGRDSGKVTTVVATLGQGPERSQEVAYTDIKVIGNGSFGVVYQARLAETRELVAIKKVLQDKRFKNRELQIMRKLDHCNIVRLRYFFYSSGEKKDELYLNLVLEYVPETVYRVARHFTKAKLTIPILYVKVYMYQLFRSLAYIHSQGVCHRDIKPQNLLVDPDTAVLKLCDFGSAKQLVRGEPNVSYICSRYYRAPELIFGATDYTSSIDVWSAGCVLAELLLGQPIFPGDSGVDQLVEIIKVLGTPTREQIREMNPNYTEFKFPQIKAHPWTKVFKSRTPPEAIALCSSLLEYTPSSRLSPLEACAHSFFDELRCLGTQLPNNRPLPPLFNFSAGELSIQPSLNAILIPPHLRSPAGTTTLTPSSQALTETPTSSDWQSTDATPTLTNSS
KLF5 inh: kruppel-like factor 5 inhibition; inhibition, % at 5 µM; actives 0.23% (n = 290,000); DLD-1 KLF5 promoter-luciferase reporter, luminescence; AID 1700;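 active = inhibition above a per-plate limit of that plate's mean compound inhibition plus 3 SD, cut at about 60% in these data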;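 note: 0% = DMSO wells and 100% = LY294002 at 200 µM; higher means less KLF5 promoter-driven luciferase light; inactives centre near -14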
Dyrk1A ADPGlo: inhibitors of rat Dyrk1A kinase | Q63470 | ADP-Glo luminescence, NFATc1 peptide | inhibition, % at 12.5 µM | actives 0.43% (n = 310,000); in the data active = inhibition above about 50%;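 note: plate controls were vehicle with enzyme for no effect and no enzyme for full effect; many of its hits are not listed in these tables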
HSP90 refold inh: inhibitors of HSP90 luciferase refolding in rabbit reticulocyte lysate; actives 0.91% (n = 290,000); luciferase refolding luminescence, 3 h; inhibition, % at 5.6 µM;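 active = inhibition above the screen-wide mean plus 3 SD, computed separately per campaign, cut at about 16% in these data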;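 note: 0% = DMSO wells and 100% = 60 µM geldanamycin wells; inhibitors lower the luminescence because luciferase stays unfolded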
Platelet DG rel: modulates dense granule release in human platelets. human platelet-rich plasma, SFLLRN dense granule ATP release, luminescence. inhibition, %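 (compounds screened at 7.5 µM in platelet-rich plasma)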. actives 0.22% (n = 300,000);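 active = mean replicate score, as percent of positive control, at or above 50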
HSF-1 act: increases HSF-1 driven luciferase reporter signal | activation, % at 9 µM | actives 1.7% (n = 300,000) | NIH3T3-HGL HSF-1 luciferase reporter, MG132, 8 h; 100% = twice DMSO control signal | AID 504408;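 active = mean replicate activation of at least 50% with a set share of replicates each reaching 50%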;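 note: 0% = median of the neutral control wells and 100% = twice that signal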
aSyn 5UTR inh: 5' untranslated region of α-synuclein, MLPCN primary screen | inhibition, % (tested at 7.5 µM) | alpha-synuclein 5'UTR reporter, inhibitor activity | actives 0.82% (n = 300,000); in the data active = inhibition above about 60%;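 note: H4 neuroglioblastoma cells stably carrying SNCA 5'UTR luciferase fusion; 0% = DMSO wells and 100% = positive control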
An asterisk follows results filed as active; · = no result given.

SMILES | GSK3B inh | IEC-6 cytotox | HSF1 inhib | GSK3A inh | KLF5 inh | Dyrk1A ADPGlo | HSP90 refold inh | Platelet DG rel | HSF-1 act | aSyn 5UTR inh
CCOC(=O)c1ccc(CN2C(=O)c3ccccc3S2(=O)=O)cc1 | -1.8 | -1.1 | 4.9 | -0.7 | -35.1 | · | -1.9 | -1.9 | 14.3 | 9.9
NS(=O)(=O)c1ccc(CCNC(=O)c2cccc3ccccc23)cc1 | -2.4 | 3.7 | 5.6 | 3.3 | -25.0 | -5.5 | -0.4 | 1.1 | 1.9 | -10.3
CCC(C)NC(=O)Cn1c(=O)n(-c2ccc(OC)cc2)c(=O)c2ccc(C(=O)NCc3ccc(C)cc3)cc21 (stereo not drawn) | 3.5 | -1.5 | 0.3 | -6.2 | 16.1 | -1.0 | 2.4 | -5.7 | -10.6 | 11.9
CN(CC(O)CN)CC(O)CN1CCCCC1 (stereo not drawn) | -0.1 | 0.5 | -10.6 | 0.7 | -44.5 | -2.1 | -1.5 | -5.1 | 1.0 | 11.9
CCCSc1nc2sc3c(c2c(=O)n1CC)CC(C)(C)OC3 | 0.0 | 6.0 | -5.1 | -0.5 | 7.2 | 0.3 | -0.8 | 0.2 | -9.0 | 15.7
O=S(=O)(Nc1cccc(-c2cn3cccnc3n2)c1)c1ccc(-c2ccccc2)cc1 | 3.1 | -8.3 | -0.4 | -2.0 | -14.5 | 6.8 | 2.1 | -0.6 | 23.1 | -42.5
COc1ccc(NC(=O)c2cc3c(s2)CCC3)cc1S(=O)(=O)N1CCOCC1 | -3.0 | -0.7 | -1.9 | 0.4 | -41.7 | 3.3 | 2.4 | -2.7 | -6.8 | -26.1
CCCn1ncc(CN2CCN(Cc3ccc(C)o3)C(CCO)C2)c1C (stereo not drawn) | 0.0 | -4.1 | -2.7 | -2.6 | -8.3 | -4.7 | 3.1 | 0.3 | 11.2 | 10.0
Cc1ccc2ccc(C(Nc3cccc(C(F)(F)F)c3)c3cccnc3)c(O)c2n1 (stereo not drawn) | 1.9 | 5.9 | -11.5 | -0.8 | 14.9 | 4.1 | -0.5 | 0.5 | -16.4 | -14.8
O=C(Nc1ccc(OC(F)(F)F)cc1)Oc1ccccc1N1CCOCC1 | -0.8 | -1.2 | -14.9 | -0.9 | -19.4 | · | -8.4 | 3.9 | -10.6 | 20.4
COCCC(=O)N1CCC(Oc2ccc(C(=O)N(C)C(C)c3ccon3)cc2)CC1 (stereo not drawn) | 2.5 | -1.2 | -0.5 | 2.5 | -2.3 | -3.9 | 0.3 | 9.9 | 7.6 | -32.7
Cc1cc(C(=O)COC(=O)CCC(=O)c2ccc3c(c2)OCCO3)c(C)n1Cc1ccco1 | · | -7.4 | 1.7 | -0.4 | -10.4 | -7.7 | -3.5 | · | 6.9 | -23.6
Cc1sc2ncnc(N3CCC(C(=O)Nc4ccc(C#N)cc4)CC3)c2c1C | 0.3 | · | -12.6 | 0.2 | · | 1.7 | · | 1.1 | -12.7 | -2.1
CCOC(=O)c1ccc(NC(=O)Nn2cnnc2)cc1 | -3.7 | -3.6 | 0.9 | -4.0 | -26.7 | -5.3 | -5.2 | 2.5 | 11.5 | -5.3
CCOC(=O)N1CCN(C(=O)CN(C)S(=O)(=O)c2ccc3c(c2)C(C)(C)C(=O)N3C)CC1 | -4.2 | -6.4 | -5.8 | 1.0 | -5.0 | 4.2 | 3.1 | -3.2 | -0.3 | -1.8

Next part; it opens with the two that closed the last part.
SMILES | GSK3B inh | IEC-6 cytotox | HSF1 inhib | GSK3A inh | KLF5 inh | Dyrk1A ADPGlo | HSP90 refold inh | Platelet DG rel | HSF-1 act | aSyn 5UTR inh
CCOC(=O)c1ccc(NC(=O)Nn2cnnc2)cc1 | -3.7 | -3.6 | 0.9 | -4.0 | -26.7 | -5.3 | -5.2 | 2.5 | 11.5 | -5.3
CCOC(=O)N1CCN(C(=O)CN(C)S(=O)(=O)c2ccc3c(c2)C(C)(C)C(=O)N3C)CC1 | -4.2 | -6.4 | -5.8 | 1.0 | -5.0 | 4.2 | 3.1 | -3.2 | -0.3 | -1.8
O=C(NN=C1CCCC1)c1cccc(Br)c1 | 4.6 | 6.2 | 11.4 | -1.7 | -15.8 | -0.2 | 1.9 | -11.6 | 15.4 | 3.9
N#CCCn1c(SCC(=O)NCC2CCCO2)nc2ccccc21 (stereo not drawn) | -0.8 | 5.0 | -4.9 | -0.1 | -15.2 | 3.1 | 1.2 | · | -15.2 | 3.8
O=S(=O)(c1cccc(Br)c1)N1CCN(CCc2ccccc2)CC1 | -2.4 | -6.9 | -6.6 | 1.7 | -3.3 | -1.4 | 3.4 | 0.5 | -11.1 | 18.4
O=C(NCCCN1CCCCCC1)c1ccc2c(c1)NC(=O)C(N1CCOCC1)S2 (stereo not drawn) | -11.7 | 0.0 | 1.9 | -1.7 | -14.9 | 11.1 | 1.0 | 0.7 | -3.0 | 7.3
COc1ccc(NS(=O)(=O)c2cc(NC(=O)[C@@H](NC(=O)c3ccccc3)C(C)C)ccc2C)cc1 | 0.1 | 8.2 | 3.3 | -1.4 | 3.7 | -0.7 | 2.6 | -5.0 | 17.8 | 5.5
O=C(CCCC(=O)NC1CCCC1)NC1CCCC1 | 5.0 | -1.4 | -3.6 | -0.1 | -4.9 | -3.6 | 1.2 | 4.1 | -12.7 | 2.2
COc1ccc(NC(=O)NCCCN2CCCC2=O)c(OC)c1 | 3.0 | -1.2 | -8.3 | -1.6 | -17.7 | -5.4 | 3.9 | 0.3 | 10.2 | -0.5
CCC1CCCCN1CCCNC(=O)CSc1nc2nc(C)c(Cc3ccc(C)cc3)c(C)n2n1 (stereo not drawn) | -4.4 | -11.2 | -66.2* | 2.0 | -14.7 | 6.6 | 1.5 | 3.5 | -74.8 | 1.1
CCCCNC(=O)N1CCN(c2ccnc3cc(Cl)ccc23)CC1 | -3.6 | 6.0 | -5.1 | 3.0 | -63.7 | 17.6 | -1.9 | 10.0 | -3.2 | 12.6
COc1ccc(CNS(=O)(=O)NCc2ccc(C)cc2)cc1OC | -2.8 | 0.3 | -1.5 | 1.1 | -24.1 | 7.7 | -4.1 | -2.9 | -3.5 | 9.0
Cc1cc(C)n2nc(CNS(=O)(=O)c3c(F)c(F)c(F)c(F)c3F)nc2n1 | -3.4 | 31.5* | 14.0 | -0.5 | -24.9 | -0.5 | 2.9 | 3.9 | 15.3 | -20.4
Cc1ccccc1C(=O)N1CCN(c2ccc([N+](=O)[O-])c(NCc3cccnc3)c2)CC1 | -2.6 | 3.3 | -5.2 | -1.8 | -15.4 | -1.6 | -1.2 | -5.6 | 4.9 | 28.1
COc1ccccc1/C=N\Nc1cn[nH]c(=O)c1Cl | -0.9 | -3.4 | 11.6 | 9.8 | 0.0 | 0.3 | 0.1 | 10.9 | 5.4 | 14.6
Cc1ccc(CNC(=O)C2CCN(S(=O)(=O)c3c(C)noc3/C=C/c3ccco3)CC2)cc1 | 2.8 | -6.4 | 15.7 | 0.1 | 3.4 | 5.5 | 3.0 | -1.3 | 26.6 | 5.0
COC(=O)c1ccccc1NC(=O)Nc1cccs1 | -3.5 | 2.3 | 32.1 | 5.7 | 7.8 | 3.4 | -2.1 | -3.2 | 65.8* | -5.3
Cc1ccc(OCC(=O)NCCc2nc3ccccc3[nH]2)c(C)c1 | 1.1 | -1.5 | -0.8 | 0.0 | -3.0 | -2.1 | 2.6 | 3.8 | 5.2 | 3.2
COc1cccc(-c2cc(C(=O)Nc3cnn(Cc4ccccc4C)c3)no2)c1 | 0.9 | -3.1 | 4.8 | 2.8 | -4.2 | -4.1 | -2.1 | -1.0 | -4.6 | -15.5
COCCn1c(C)cc(/C=C2/NC(=O)N(c3ccc(Cl)cc3)C2=O)c1C | 3.4 | 6.9 | -7.1 | 1.5 | -11.9 | -3.0 | -0.3 | 32.2 | -18.8 | -30.7
CC(Cc1ccccc1)NC(=O)C1CCCNC1=O (stereo not drawn) | -2.9 | -2.4 | -5.0 | 1.8 | -16.4 | 1.5 | 2.1 | 2.3 | -1.0 | -1.9
COc1ccc(NC(=O)NNC(=O)c2cc3occc3n2C)c(OC)c1 | -2.3 | 5.1 | 82.4 | -1.2 | -12.8 | 6.8 | 3.0 | -5.0 | 133.3* | 41.0
CCSc1nc2c(sc3nc(C)cc(C)c32)c(=O)[nH]1 | 5.1 | 2.7 | -3.1 | · | -25.7 | · | 1.8 | 2.0 | -9.1 | 5.4
CCNc1nc(NCC)nc(NS(=O)(=O)c2ccc(N)cc2)n1 | 4.2 | 3.0 | -3.3 | -2.7 | -40.7 | 6.8 | 0.7 | 1.4 | -22.5 | 10.8
COC(=O)c1c(NC(=O)c2nc3ccccc3s2)sc2c1CCN(C(C)=O)C2 | · | -1.7 | · | -0.9 | 4.9 | 1.6 | -1.6 | · | · | ·
O=C(O)CC(NC(=S)NCc1ccccc1)C(=O)O (stereo not drawn) | 0.5 | 1.0 | · | -8.0 | -3.5 | 0.2 | 0.3 | -4.5 | · | ·
CN1/C(=C\C(=O)C[n+]2ccc(C(=O)c3ccccc3)cc2)C(C)(C)c2ccccc21 | -17.7 | 1.1 | -3.4 | 1.0 | -27.5 | -1.3 | 4.7 | 1.4 | -17.6 | 13.6
Cc1ccc(NC(=O)COc2nsnc2N2CCOCC2)cc1Cl | 1.0 | 4.1 | -2.9 | -1.6 | -12.2 | 0.7 | -0.7 | 4.2 | -2.2 | 16.9
COCCCNC(=O)CCn1nc(-c2ccc(Cl)cc2)ccc1=O | 0.2 | -6.5 | -0.8 | 1.9 | -14.8 | 4.1 | -1.6 | -1.1 | 5.7 | 0.1
O=C1/C(=C\c2ccc3c(c2)OCO3)CCC/C1=C/c1ccc2c(c1)OCO2 | -0.9 | -2.3 | 0.5 | -1.4 | -12.6 | -2.4 | -0.1 | 14.0 | -9.3 | -93.5
Cc1cc(C(=O)Nc2ccc(Br)cc2)cs1 | 2.7 | 4.5 | 20.9 | -0.5 | -179.1 | -4.5 | -1.5 | -0.2 | 46.6 | -130.1
Cn1nc(C(=O)NCc2ccco2)c2ccccc2c1=O | 1.0 | 3.3 | -5.9 | 0.9 | -14.8 | 13.2 | 3.0 | -1.1 | -4.9 | -4.2
OC(CNCc1ccncc1)c1ccccc1 (stereo not drawn) | -3.7 | 5.3 | -3.0 | -1.5 | -19.1 | -6.6 | -3.4 | 0.0 | 8.2 | 4.9
COc1ccc(/C=C/C(=O)NCCOc2ccc(C)cc2)cc1 | 0.4 | -5.8 | 2.0 | -0.3 | -14.6 | 3.0 | -4.6 | 0.7 | -10.2 | 12.5
CCN(CC)S(=O)(=O)c1ccc(/C=C/C(=O)OCC(=O)Nc2cccc3ccccc23)cc1 | -6.0 | 1.1 | 6.9 | 0.9 | -0.5 | 3.2 | 3.3 | 0.6 | 40.7 | 12.1
Nc1ccc2c(c1)-c1ccccc1S(=O)(=O)N2 | -21.6 | -8.5 | -4.7 | -0.9 | -18.5 | 2.0 | -0.6 | 3.1 | 8.0 | -0.6
CCN1CCN(CCCN(Cc2ccco2)C(=S)Nc2cccc(Cl)c2C)CC1 | 0.4 | 1.0 | 8.2 | 0.9 | 14.0 | · | 3.5 | 10.1 | 10.2 | 12.0
O=C1CS/C(=N/N=C/c2ccccc2)N1c1ccc(O)cc1 | · | -0.9 | -5.8 | 1.1 | -25.6 | 1.5 | 0.0 | 1.3 | 0.6 | 19.4

The list is partial (hit frequency here may not be typical).
